Source: PubChem BioAssay
CRFBP-R2 block – blocks CRF-induced signaling of the CRF-BP/CRF-R2 complex; HEK293 CRF-R2/CRF-BP, CRF-induced calcium fluorescence; hit rate 0.59% among 350,000; inhibition, % at 11.8 µM;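 active = inhibition of the ligand-induced calcium signal above about 50% at the single tested concentration, limit read from the data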
CRFBP-R2 agonist – agonists of human CRF-binding protein/CRF-R2 receptor complex. HEK293 CRF-R2/CRF-BP, calcium dye fluorescence (FLIPR); percent of saturating CRF peptide response. activation, % at 13.2 µM. hit rate 0.46% among 350,000;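 active = activation of at least 50%, plus an integration ratio under a set limit after plate pattern correction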;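 also: plate controls were neutral control wells without compound for no effect and CRF at EC100 for full effect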
TAAR1 antag – human TAAR1 antagonism; Q96RJ0; CHO RD-HGA16 TAAR1, Fluo-8 calcium fluorescence, antagonist; inhibition, % at 3 µM; hit rate 1.5% among 360,000;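 active = inhibition above a per-plate cutoff, the mean inhibition of test compounds on that plate plus 3 SD, cut at about 49% in these data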;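 also: 0% = DMSO plus EC80 beta-PEA response and 100% = DMSO alone without agonist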
Target sequence (Q96RJ0 whole entry, looked up): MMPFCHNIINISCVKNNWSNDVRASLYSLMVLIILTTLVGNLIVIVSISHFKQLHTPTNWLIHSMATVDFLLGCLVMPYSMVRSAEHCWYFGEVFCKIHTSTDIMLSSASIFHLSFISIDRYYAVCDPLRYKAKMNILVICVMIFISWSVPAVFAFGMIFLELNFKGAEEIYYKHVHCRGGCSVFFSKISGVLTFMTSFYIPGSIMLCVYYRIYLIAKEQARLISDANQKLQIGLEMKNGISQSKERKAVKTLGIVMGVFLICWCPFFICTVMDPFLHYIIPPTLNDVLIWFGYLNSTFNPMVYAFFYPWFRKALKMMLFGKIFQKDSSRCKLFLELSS
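System: RD-HGA16 CHO cells with stable hTAAR1 and Gα16 | Probe or stimulus: EC80 β-phenethylamine stimulus | Dosing: 3 µM, single point | Times: Dye loading 75 min at 37 °C, then 30 min room temperature | Measured by: Fluo-8 calcium-sensitive fluorescence | Read-out basis: % inhibition of agonist calcium response | Replicates: n of 1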
CHRM5 PAM – CHRM5 positive allosteric modulation. CHO-K1 hM5, Fluo-8 calcium, ACh EC20 PAM; 0% = ACh EC20, 100% = ACh EC100. activation, % at 3 µM. hit rate 0.3% among 360,000;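 active = activation above the run cutoff, the mean activation of all test compounds plus 3 SD, cut at about 18% in these data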
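Replicates: One well per compound, no replicates | System: Human M5 receptor in CHO-K1 cells | Benchmarks: Low control EC20 acetylcholine (0%), high control EC100 acetylcholine (100%) | Probe or stimulus: Acetylcholine, EC20 level | Times: Fluo-8 loading 80 min at 37 °C plus 30 min room temperature | Signal: Intracellular calcium via Fluo-8 fluorescence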
M5 antag – antagonists of human muscarinic M5 receptor (CHRM5). inhibition, % at 3 µM. CHO-hM5 cells, Fluo-8 calcium fluorescence, ACh EC80. hit rate 0.59% among 360,000;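 active = inhibition above a per-plate cutoff, the mean of that plate's test compounds plus 3 SD, cut at about 27% in these data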;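 also: 0% = acetylcholine EC80 with DMSO and 100% = DMSO without agonist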
CHRM4 PAM – CHRM4 positive allosteric modulation | CHO-K1 hM4/Gqi5, Fluo-8 calcium fluorescence, ACh EC20; 0% = ACh EC20, 100% = maximal ACh | activation, % at 3 µM | hit rate 0.4% among 360,000 | AID 624126;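 active = activation above its plate's cutoff, the mean activation of sample wells plus 3 SD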; also: some results filed as inactive read as strong as hits
Target sequence (P08173 whole entry, looked up): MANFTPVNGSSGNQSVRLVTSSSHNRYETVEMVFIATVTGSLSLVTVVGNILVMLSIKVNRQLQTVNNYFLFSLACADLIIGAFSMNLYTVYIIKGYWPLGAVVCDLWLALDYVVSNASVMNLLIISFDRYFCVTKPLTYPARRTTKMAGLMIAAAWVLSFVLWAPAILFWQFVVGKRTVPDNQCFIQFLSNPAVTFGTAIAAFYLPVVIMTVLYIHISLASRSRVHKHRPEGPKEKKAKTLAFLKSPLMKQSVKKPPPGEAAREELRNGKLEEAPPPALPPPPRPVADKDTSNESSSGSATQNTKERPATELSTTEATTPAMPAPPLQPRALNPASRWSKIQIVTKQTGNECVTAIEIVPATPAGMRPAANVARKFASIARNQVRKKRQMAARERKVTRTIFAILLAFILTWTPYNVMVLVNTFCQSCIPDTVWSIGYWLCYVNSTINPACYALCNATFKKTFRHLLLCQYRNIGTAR
M1 PAM parental – M1 PAM counterscreen hit in parental CHO-K1 cells | hit rate 0.02% among 360,000 | activation, % at 3 µM | ATP EC20, Fluo-8 calcium fluorescence; 0% at ATP EC20, 100% at ATP max | AID 602247;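 active = activation above the run cutoff, the mean activation of all test compounds plus 3 SD, cut at about 40% in these data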;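 also: peak over basal fluorescence ratio in a 140 s read after ATP addition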
M5 ag – agonists of human muscarinic M5 receptor (CHRM5). P08912. CHO-K1 hM5 cells, Fluo-8 calcium fluorescence; 0% DMSO wells, 100% maximal acetylcholine response. activation, % at 3 µM. hit rate 0.19% among 360,000. AID 624037;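 active = activation above the run's mean over test compounds plus 3 SD, cut at about 23% in these data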;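 also: signal is peak over basal fluorescence ratio across the kinetic read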
TAAR1 ag – agonists of human TAAR1 | activation, % at 3 µM | AID 624467 | hit rate 0.99% among 360,000 | Q96RJ0 | CHO RD-HGA16 TAAR1, Fluo-8 calcium fluorescence; vehicle wells 0%, saturating PEA agonist 100%;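 active = activation above the mean activation of all test compounds in the run plus 3 SD, cut at about 38% in these data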
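test system = CHO RD-HGA16 cells carrying human TAAR1 plus Gα16 | schedule = 17-24 h seeding, 75 min 37 °C dye, 30 min RT | compound dosing = 3 µM single concentration | control set = DMSO and PEA EC100 | replicates = n 1 | signal = Fluo-8 fluorescence, 5 s baseline then 140 s kinetic read | measure = percent activation vs PEA EC100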
* hit, by the source's call; . = no result given.

SMILES | CRFBP-R2 block | CRFBP-R2 agonist | TAAR1 antag | CHRM5 PAM | M5 antag | CHRM4 PAM | M1 PAM parental | M5 ag | TAAR1 ag
CCN1CCc2c(sc(NC(=O)c3ccc(S(=O)(=O)N4CCOCC4)cc3)c2C(=O)OC)C1 | -3 | 0.5 | -5 | 0 | -3 | -2 | 12 | -4 | 4
O=Nc1c(O)n(Cc2c(Cl)cccc2Cl)c2ccccc12 | -9 | 163* | -10 | -9 | 13 | -12 | 16 | -1 | 0
O=C(NCc1ccc(N2CCCC2=O)cc1)c1cnccn1 | -19 | 1.0 | 5 | -4 | -4 | 2 | 22 | -6 | 12
COc1ccc(C(=O)NC2CCCCCC2)cc1OC1CCN(C(C)=O)CC1 | -3 | 0.9 | 28 | -5 | -1 | -6 | -24 | 1 | 4
c1ccc(CC2CNc3ccccc3CN2)cc1 (stereo not drawn) | -5 | -1.4 | -3 | -4 | 1 | -4 | 4 | -9 | 6
Cc1ccc(NC(=O)CN2C(=O)N/C(=C/c3ccc(N4CCOCC4)cc3)C2=O)cc1 | 18 | 5.3 | 9 | 2 | -5 | -2 | 22 | -1 | 4
CC(C)(C)NNC(=S)Nc1cccc(C(F)(F)F)c1 | 0 | -1.1 | -33 | 4 | 0 | 4 | 22 | 1 | 0
COc1ccc2nc(NC(=O)c3ccccc3-c3ccccc3C(=O)O)sc2c1 | 14 | -2.2 | -3 | -2 | 5 | -5 | 7 | -2 | 2
CCC(C)NC(=O)COC(=O)c1oc2ccccc2c1CSc1ccc(Cl)cc1 (stereo not drawn) | 10 | -1.8 | 3 | 2 | 3 | 6 | -4 | -1 | 1
NC(=O)c1ncn([C@@H]2O[C@H](CNCc3ccc(OCC(=O)Nc4nccs4)cc3)[C@@H](O)[C@H]2O)n1 | 3 | -0.2 | -19 | -2 | 4 | -1 | 8 | 0 | 7
Nc1nc(-c2c(Cl)cccc2Cl)no1 | 3 | -2.8 | -14 | 6 | 1 | -5 | -2 | 3 | 6
Cc1ccc2nc(C3CCCCC3)[nH]c2c1 | -19 | -7.8 | -10 | 8 | 2 | 2 | 17 | -5 | 1
O=C(Nc1cc(-c2ccccc2)[nH]n1)c1ccccc1F | -17 | 1.6 | -4 | 0 | 2 | -7 | 15 | 0 | 0
CCOc1ccc(N2C(=O)CC(SC(=NC)Nc3ccc(F)cc3)C2=O)cc1 (stereo not drawn) | -17 | 0.4 | 31 | -5 | -9 | 4 | 11 | -3 | 12
COc1ccc(/C=C2\SC(=NCc3ccccc3)NC2=O)cc1 | -12 | -0.3 | -14 | 2 | -6 | 1 | 20 | -6 | -4
O=C(CNC(=O)c1ccccc1F)OCc1nc2ccc(Cl)cc2n1CCO | 2 | -0.9 | 0 | 3 | 3 | 12 | 7 | -1 | 2
COc1cc(/C=C2/C(=O)ON=C2c2ccccc2)ccc1O | 56* | 4.4 | 20 | 0 | -4 | -3 | 15 | 2 | 5
OC1C2(Cc3ccccc3)CN3CCN(C2)CC1(Cc1ccccc1)C3 (stereo not drawn) | -10 | -2.0 | -2 | -3 | 0 | -3 | 1 | -7 | 5
Cc1ccc(S(=O)(=O)c2ncccc2[N+](=O)[O-])cc1 | 2 | -2.6 | 15 | -4 | 4 | -4 | -10 | -5 | -1
CCc1c(-c2ccccc2)nc2sc3c(c2c1N)CCCC3 | -5 | 0.4 | 8 | -14 | 5 | -31 | -21 | -11 | 1
CCOc1ccc(C(=O)NC(C)CCc2ccccc2)cc1 (stereo not drawn) | 12 | -1.6 | -38 | -6 | 2 | -5 | 7 | -10 | -3
COc1ccc(NC(=O)C(=O)N/N=C(\C)CC(=O)Nc2cc(C)ccn2)c(OC)c1 | -10 | 0.0 | 1 | 2 | -1 | -13 | 4 | 4 | -2
CSCC[C@H](NC(=O)NCc1ccc(F)cc1)C(=O)O | 12 | -4.4 | -11 | -1 | 2 | 15 | 10 | -2 | 11
COc1ccc([C@@H]2CC=C(C(=O)O)[C@H](c3ccc(C)cc3)N2S(=O)(=O)c2ccccc2C)cc1 | 16 | -4.0 | 9 | -2 | 8 | 4 | 7 | 1 | -1
Cc1cc(NC(=O)CSCC(=O)Nc2cc(C(F)(F)F)ccc2N2CCCC2)no1 | -1 | -0.9 | 44 | -4 | 11 | 7 | 18 | 1 | 5
C=CCN1C(=O)c2ccc(C(=O)N3CCC(C(N)=O)CC3)cc2C1=O | -5 | 2.0 | 5 | -8 | 5 | 5 | -23 | -2 | 0
Cc1ccc(C2NC(=O)c3ccccc3N2)c(C)c1 (stereo not drawn) | -22 | 1.9 | -16 | 17 | -2 | 2 | 10 | 8 | 2
CCc1cc(C(=O)OC)c(NC(=O)CN2CCN(C(=O)c3ccco3)CC2)s1 | 3 | -0.6 | -12 | -3 | -7 | 2 | -25 | 2 | 11
COc1cc(C2N(c3ccccn3)C(=O)C3CCCN32)cc(OC)c1OC (stereo not drawn) | -10 | 0.1 | 0 | -3 | 2 | 1 | 11 | 1 | 4
CCOc1ccc(C(=O)NCc2ccc3c(c2)OCO3)cc1OCC | 11 | 0.9 | -15 | 0 | -1 | -1 | 16 | 2 | 1

Looked up by structure from above (three):
SMILES | CRFBP-R2 block | CRFBP-R2 agonist | TAAR1 antag | CHRM5 PAM | M5 antag | CHRM4 PAM | M1 PAM parental | M5 ag | TAAR1 ag
CCOc1ccc(C(=O)NCc2ccc3c(c2)OCO3)cc1OCC | 11 | 0.9 | -15 | 0 | -1 | -1 | 16 | 2 | 1
COc1ccc(NC(=O)C(=O)N/N=C(\C)CC(=O)Nc2cc(C)ccn2)c(OC)c1 | -10 | 0.0 | 1 | 2 | -1 | -13 | 4 | 4 | -2
CCOc1ccc(C(=O)NC(C)CCc2ccccc2)cc1 (stereo not drawn) | 12 | -1.6 | -38 | -6 | 2 | -5 | 7 | -10 | -3

More structures
SMILES | CRFBP-R2 block | CRFBP-R2 agonist | TAAR1 antag | CHRM5 PAM | M5 antag | CHRM4 PAM | M1 PAM parental | M5 ag | TAAR1 ag
O=C(Nc1cccc(-c2ccc(N3CCOCC3)nn2)c1)c1ccc(F)cc1F | 9 | -0.2 | 12 | -3 | -4 | 1 | 1 | -3 | 8
CC(=Nc1ccccc1C(F)(F)F)c1ccncc1 | -3 | 1.2 | -10 | -2 | 16 | 1 | 9 | -2 | 2
CCn1nnc2sc3c(c2c1=O)CCC(C)C3 (stereo not drawn) | -9 | 1.0 | -9 | 3 | -3 | 6 | 15 | -4 | 10
COC(=O)c1cc(C)nc(Sc2ccccc2NC(C)=O)n1 | 1 | -1.1 | -15 | 1 | -2 | 1 | 7 | -1 | 1
COCOc1cccc(CN2CCC(C)(Oc3cccc(OC)c3)C2)c1 (stereo not drawn) | . | . | -18 | -1 | -14 | -4 | 11 | -1 | -1
OC(c1ccccc1)(c1nc(-c2ccccc2)cs1)C(F)(F)F (stereo not drawn) | . | . | 26 | -9 | 4 | -6 | 24 | -1 | 1
CC1=C(/C=C/C(=O)O)C(C)(C)CCC1 | 4 | 2.1 | -22 | -3 | 3 | 6 | 11 | -2 | 11
COc1cc(/C(C)=N\NC(N)=S)cc(OC)c1OC | 6 | 0.5 | -1 | -9 | 11 | 6 | 18 | 0 | 1
O=C(/C=C/c1ccc(Cl)c(C(F)(F)F)c1)N1CCN(c2ccccn2)CC1 | -22 | -1.1 | -18 | -4 | 13 | 0 | 8 | 0 | 0
CCOC(=O)CN1C(=O)/C(=C/c2ccccc2Br)Oc2ccccc21 | -9 | 4.5 | -29 | -2 | 10 | 0 | 1 | -2 | 5
COc1ccc([C@H]2Cc3cc(O)cc(O)c3C(=O)O2)cc1O | -7 | 0.4 | -29 | 0 | 3 | 4 | 2 | -7 | 7
O=C(Cc1cccs1)Nc1ccc(S(=O)(=O)N2CCCC2)cc1 | 2 | -1.1 | 14 | 0 | 6 | -3 | 10 | 2 | 4
O=C(Cc1ccccc1)Nn1c(-c2ccccc2F)nc2ccccc2c1=O | 7 | -4.7 | 11 | -3 | 3 | -1 | 13 | 0 | 6
Cc1nc(Oc2ccccc2)c2ccsc2n1 | 9 | -0.8 | -31 | 5 | 2 | 6 | 16 | -4 | 5
CCN(C(=O)COC(=O)c1ccc(F)c(S(=O)(=O)N2CCOCC2)c1)C1CCS(=O)(=O)C1 (stereo not drawn) | 8 | -0.6 | -13 | 1 | -4 | -3 | -5 | 2 | 2
CCOc1ccc(S(=O)(=O)Nc2ccc(C(=O)NCC(C)(C)N3CCOCC3)cc2)cc1 | 0 | 0.8 | 5 | 3 | 5 | -6 | 4 | -4 | 2
O=C(CC(=O)c1ccccc1)Nc1ccccc1C(F)(F)F | 0 | -0.3 | -23 | 3 | 2 | 6 | -18 | -5 | 5
O=C(N/N=C/c1ccc(O)c(O)c1)c1cccc(S(=O)(=O)N2CCCCC2)c1 | 2 | 3.5 | -26 | -4 | 9 | 6 | 15 | -2 | 3
COc1cccc2cc(-c3n[nH]c(=S)n3C)oc12 | 19 | -2.8 | 2 | 3 | 0 | 6 | -3 | 0 | 0
Fc1ccc(NC(=S)Nc2ccc3nccnc3c2)cc1 | -9 | 2.6 | -9 | -1 | 1 | 4 | 1 | 1 | 7
Cc1ccc(C(c2nnnn2CC2CCCO2)N2CCN(C(=O)c3ccco3)CC2)cc1 (stereo not drawn) | -3 | 0.7 | 2 | 3 | 3 | 2 | 17 | -3 | 1
CCC(=O)Nc1ccc(-c2nnc(SCC(=O)N3CCCCC3)n2C)cc1 | 1 | -1.7 | 3 | -2 | -3 | 4 | 6 | -2 | 0
C=CCn1c(SCC(=O)N2CC(C)OC(C)C2)nnc1-c1ccncc1 (stereo not drawn) | -8 | -0.4 | -2 | 10 | 1 | 11 | 7 | 0 | 0
COc1cccc(NC(=O)CSCc2cc(=O)n3ccsc3n2)c1 | 10 | -1.2 | . | 12 | 1 | -9 | 18 | -2 | .
Cc1cc(NC(=O)/C=C/c2ccc(Br)cc2)no1 | -24 | 1.5 | -12 | -6 | 12 | 6 | 27 | -3 | 2
CCOC(=O)c1nnc(-c2cccs2)nc1Oc1ccc(Cl)cc1 | -9 | 0.4 | 13 | 8 | 1 | 3 | 21 | -2 | 15
O=C(COC(=O)c1cccc(Br)c1)NCCc1ccc(F)cc1 | 19 | 0.6 | 7 | -3 | 5 | 0 | 3 | -1 | 2
C=CCNC(=O)NC(=O)COC(=O)/C=C/c1cccc([N+](=O)[O-])c1 | 19 | -3.7 | -14 | 1 | 5 | -5 | 8 | -1 | 1
CC(=O)NC1C(=O)N(CCc2ccccc2)c2ccc(Br)cc21 (stereo not drawn) | -14 | 12 | -22 | 7 | -5 | 15 | 12 | 2 | 11
O=C(CCCn1c(=O)[nH]c2ccsc2c1=O)NC1CCCCC1 | -8 | -0.5 | 5 | 5 | 3 | 6 | 11 | -2 | -3
O=C(CN1C(=O)CSC1=O)c1ccccc1 | 23 | -1.4 | -12 | 45* | -6 | 9 | 10 | -3 | 6

Random draw from the library (roughly 4.2% active in at least one column).
